RPL19A-GFP yeast: alters RPL19A-GFP fluorescence in TOR pathway yeast screen; 0.3% of 330,000 active; percent response vs DMSO, % at 10 µM; S. cerevisiae RPL19A-GFP strain, flow cytometry, 3 h; active compounds read low;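 active = percent response vs DMSO below 50%; inconclusive = fewer than 70 events counted for the yeast strain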;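 note: median channel GFP fluorescence of the barcoded RPL19A-GFP strain; ratio of sample median GFP to plate DMSO average so 100% = DMSO; lower means less RPL19A-GFP as with rapamycin TOR inhibition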
GRK2 aptamer HTS: inhibitors of human GRK2 displacing RNA aptamer. bead flow cytometry, FAM-aptamer displacement from GRK2. inhibition of aptamer binding, % at 10 µM. 0.59% of 330,000 active. AID 488847;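 active = inhibition of aptamer binding above 40%, roughly 3 SD of noise, on plates passing a quality check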;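 note: median bead fluorescence of bound FAM aptamer so fluorescent compounds give negative values; no value below 0 was filed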
Target sequence (P25098 whole entry, looked up): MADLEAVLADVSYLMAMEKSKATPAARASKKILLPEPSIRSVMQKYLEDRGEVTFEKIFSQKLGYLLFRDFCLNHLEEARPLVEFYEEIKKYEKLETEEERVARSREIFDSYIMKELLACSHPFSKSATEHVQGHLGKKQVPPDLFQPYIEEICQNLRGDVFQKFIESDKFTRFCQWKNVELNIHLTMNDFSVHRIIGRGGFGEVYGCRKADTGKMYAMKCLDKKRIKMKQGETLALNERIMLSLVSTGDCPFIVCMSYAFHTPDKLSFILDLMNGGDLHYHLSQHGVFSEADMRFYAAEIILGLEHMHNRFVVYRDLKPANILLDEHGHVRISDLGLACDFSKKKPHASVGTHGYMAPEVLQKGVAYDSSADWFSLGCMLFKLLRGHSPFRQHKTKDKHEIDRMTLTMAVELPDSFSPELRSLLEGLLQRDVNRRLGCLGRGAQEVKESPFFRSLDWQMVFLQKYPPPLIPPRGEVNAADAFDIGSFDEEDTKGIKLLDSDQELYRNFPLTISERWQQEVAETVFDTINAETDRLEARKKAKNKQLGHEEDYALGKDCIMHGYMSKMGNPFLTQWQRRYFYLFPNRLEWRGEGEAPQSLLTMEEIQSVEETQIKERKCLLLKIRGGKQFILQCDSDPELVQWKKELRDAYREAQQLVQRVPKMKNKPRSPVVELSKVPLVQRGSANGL
Yeast superoxide: lowers age-related superoxide in aged yeast cells; S. cerevisiae aged cells, superoxide DHE fluorescence; active compounds read low; superoxide response (% of plate mean), % at 10 µM; 0.18% of 330,000 active; AID 2690;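 active = superoxide response under a set limit, about three screen SD below normal, cut at about 65% in these data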;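 note: yeast aged for seven days with compound at 30 °C before DHE staining; 100% = average MFI of all compound-treated wells on the plate with controls excluded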
LAP4-GFP MLPCN: yeast TOR pathway LAP4-GFP modulation; 0.34% of 320,000 active; AID 2023; S. cerevisiae LAP4-GFP multiplex, flow cytometry GFP, 3 h; median GFP as percent of DMSO wells; GFP response vs DMSO, % at 10 µM;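 active = GFP response vs DMSO above a set limit, about the screen mean plus 3 SD, cut at about 150% in these data; inconclusive = under 70 cell events counted for the yeast strain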
CIT2 TOR yeast: yeast TOR pathway CIT2-GFP modulation; S. cerevisiae CIT2-GFP strain, flow cytometry, 3 h; 100 means same as DMSO wells; GFP response vs DMSO, % at 10 µM; 0.065% of 320,000 active; AID 2029;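 active = GFP response relative to DMSO above a set limit, near the screen mean plus 3 SD, cut at about 150% in these data; inconclusive = Fewer than 70 cells measured for a yeast strain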;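 note: ratio of well median GFP fluorescence to mean of DMSO wells on the plate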
VLA-4 inh: inhibition in a human VLA-4 binding assay; 0.2% of 330,000 active; P13612; AID 2557; inhibition, % (about 7 µM as worked out from the volumes in the protocol); VLA-4 expressing cells, ligand binding flow cytometry; in the data active = inhibition above about 50%
AGP1-GFP MLPCN: modulators of TOR pathway AGP1-GFP in S. cerevisiae; S. cerevisiae AGP1-GFP multiplex flow cytometry, 3 h; GFP as percent of DMSO wells; GFP response vs DMSO, % at 10 µM; 0.02% of 320,000 active; AID 2066;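 active = GFP response relative to DMSO above a set limit, near screen average plus 3 SD, cut at about 150% in these data; inconclusive = fewer than 70 cells counted for the yeast strain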;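 note: median GFP channel fluorescence of the gated AGP1 strain per well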
MEP2-GFP yeast: yeast TOR pathway MEP2-GFP modulation; S. cerevisiae MEP2-GFP strain, flow cytometry GFP, 3 h; 100% = DMSO control level; GFP response vs DMSO, % at 10 µM; 0.51% of 330,000 active;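 active = GFP response versus DMSO above a set limit, roughly screen mean plus 3 SD, cut at about 180% in these data; inconclusive = fewer than 70 cells counted for a yeast strain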;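 note: median GFP fluorescence of the barcode-gated MEP2-GFP cells per well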
Numbers without * were called inactive; ? = inconclusive; . = no result given; [ ] = remark or other dose. Rows were taken by chance. Share with any hit: about 1.7%.

SMILES	RPL19A-GFP yeast	GRK2 aptamer HTS	Yeast superoxide	LAP4-GFP MLPCN	CIT2 TOR yeast	VLA-4 inh	AGP1-GFP MLPCN	MEP2-GFP yeast
Cc1csc2ncc(C(=O)NC(C)c3ccccc3)c(=O)n12 (stereo not drawn)	98	1	87	104	104	-4	97	94
COCCCNC(=S)N/N=C/c1ccc(N(C)C)cc1Cl	65[may fluoresce violet]	0	72	102[may fluoresce violet]	?	3	42[may fluoresce violet]	127[may fluoresce violet]
Cc1ccc(C)n1-c1cccc(C(=O)O)c1	97	96*	78	100	108	-9	106	103
O=C(COC(=O)c1cc[n+]([O-])cc1)Nc1ccc2c(c1)OCCO2	99	1	101	102	91	2	98	110
Cc1ccc(S(=O)(=O)n2ccc3c2CCCC3=O)cc1	104	0	111	97	103	8	99	104
Cc1ccc(C2CCN(C(=S)NC(C)C)C2)cc1 (stereo not drawn)	97	0	82	104	99	-1	104	98
Cc1ccc(Cn2ccsc2=NC(=O)COC(=O)c2ccc(O)cc2O)cc1	?	1	87	?	?	-2	?	?
COc1ccc(N2CC(C(=O)N/N=C/c3c[nH]c4ccccc34)CC2=O)cc1 (stereo not drawn)	104	1	78	92	99	12	92	101
CCn1c(SCc2ccccc2)nc2c1c(=O)[nH]c(=O)n2C	103	0	96	104	110	5	107	107
CC1CCCCC1NC(=O)CN1C(=O)c2ccccc2S1(=O)=O (stereo not drawn)	98	1	104	86	.	-10	97	101
COc1ccc(-c2nnc(NC(=O)CSc3ccccc3)s2)cc1OC	104	0	109	101	100	36	105	104
O=C(CNS(=O)(=O)c1cccs1)NCCc1ccc(Cl)cc1	103	3	99	103	112	-3	111	92
Cc1cccc(CSc2nc(N)c(C#N)c(-c3cccs3)c2C#N)c1	101	0	109	97	102	6	109	104
Cn1c(-c2ccc[nH]c2=O)nc2cc(Cl)ccc21	99	2	97	98	99	11	101	105
COc1ccc2ccccc2c1/C=N/NC(=O)c1nnn(-c2nonc2N)c1CN(C)C	99	1	100	89	101	7	97	98
COc1ccc(Cl)cc1C(=O)Nn1c(C)nc2ccccc2c1=O	105	0	108	105	106	6	113	112
COc1cc(NC(=O)c2ccccc2)c(C)cc1NC(=O)CC(CC(=O)O)c1ccccc1 (stereo not drawn)	89	0	92	103	103	4	104	94
O=C(C1=C[C@@H](c2ccccc2)C[C@@H](OCc2ccc(CO)cc2)O1)N1CCOCC1	99	1	102	141	90	-2	97	102
Clc1ccccc1OCCn1cnc2ccccc21	91	0	101	112	90	0	.	95
O=C(C1CCN(C2CCN(Cc3cccc4c3OCO4)CC2)CC1)N1CCOCC1	104	0	85	98	113	1	106	111
Cc1ccc(C(=O)Nc2c(N)nc(SCC(=O)NCC3CCCO3)[nH]c2=O)cc1 (stereo not drawn)	94	1	110	104	96	2	99	97
COc1ccc(NC(=O)NCc2cccnc2)c(OC)c1	99	0	93	94	96	3	96	94
Cc1nnc(OCC(=O)NCCC2=CCCCC2)c2ccccc12	99	0	100	98	104	-2	101	99
COCCN(C(=O)COC(=O)c1cccnc1SC)c1c(N)n(Cc2ccccc2)c(=O)[nH]c1=O	96	1	82	100	111	-6	109	98
CC(=O)N1c2ccccc2C(=O)C1N(C)c1ccc(C)cc1 (stereo not drawn)	104	0	108	108	99	13	105	102
O=C1C(Nc2ccccc2)=C2CCCC=C2N1c1ccccc1	98	1	101	97	99	-1	98	96
CCOC(=O)Cn1nc(C)cc1NC(=O)c1ccncc1	94	0	99	92	100	-4	91	92
Cc1noc(C)c1-c1nc(CS(=O)(=O)c2ccc(F)cc2)no1	98	3	108	109	94	5	110	104
Cc1nc(N2CCN(c3ccccn3)CC2)c2c(C)c(C(=O)N3CCN(c4cccc(Cl)c4)CC3)sc2n1	101	0	92	98	98	1	98	104
COCCCNC(=O)c1cn(CCOC)c(=O)c2c1c1ccccc1n2C	97	15	108	97	98	22	101	98
Brc1ccc(-c2noc(CCc3ccccc3)n2)o1	101	0	91	103	101	-4	102	106
CCCn1c(SCC(=O)Nc2ccc(OCC)cc2)nnc1C(C)C	101	0	116	104	97	-3	104	105
CCOC(=O)C(=CNc1ccc(S(N)(=O)=O)cc1)C(=O)OCC	93	2	106	97	94	1	96	98
COc1ccc(C(=O)O)cc1S(N)(=O)=O	93	2	100	91	91	6	94	98
CCN(CC)CCCNC(=O)C1c2cc(OC)c(OC)cc2C(=O)N(C)C1c1cccnc1 (stereo not drawn)	90	0	92	98	90	4	90	90
COc1ccc(CCNC(=O)COC(=O)/C=C/c2ccc(OC)cc2OC)cc1	98	4	111	105	104	0	104	100

Profiles from above.
`COc1ccc(CCNC(=O)COC(=O)/C=C/c2ccc(OC)cc2OC)cc1` in the list: RPL19A-GFP yeast: 98; GRK2 aptamer HTS: 4; Yeast superoxide: 111; LAP4-GFP MLPCN: 105; CIT2 TOR yeast: 104; VLA-4 inh: 0; AGP1-GFP MLPCN: 104; MEP2-GFP yeast: 100
`CCOC(=O)C(=CNc1ccc(S(N)(=O)=O)cc1)C(=O)OCC` in the list: RPL19A-GFP yeast: 93; GRK2 aptamer HTS: 2; Yeast superoxide: 106; LAP4-GFP MLPCN: 97; CIT2 TOR yeast: 94; VLA-4 inh: 1; AGP1-GFP MLPCN: 96; MEP2-GFP yeast: 98

Shown as labelled records: part of the list above
Structure: Cc1noc(C)c1-c1nc(CS(=O)(=O)c2ccc(F)cc2)no1
  RPL19A-GFP yeast = 98
  GRK2 aptamer HTS = 3
  Yeast superoxide = 108
  LAP4-GFP MLPCN = 109
  CIT2 TOR yeast = 94
  VLA-4 inh = 5
  AGP1-GFP MLPCN = 110
  MEP2-GFP yeast = 104
Structure: Cc1nc(N2CCN(c3ccccn3)CC2)c2c(C)c(C(=O)N3CCN(c4cccc(Cl)c4)CC3)sc2n1
  RPL19A-GFP yeast = 101
  GRK2 aptamer HTS = 0
  Yeast superoxide = 92
  LAP4-GFP MLPCN = 98
  CIT2 TOR yeast = 98
  VLA-4 inh = 1
  AGP1-GFP MLPCN = 98
  MEP2-GFP yeast = 104
Structure: CCN(CC)CCCNC(=O)C1c2cc(OC)c(OC)cc2C(=O)N(C)C1c1cccnc1 (stereo not drawn)
  RPL19A-GFP yeast = 90
  GRK2 aptamer HTS = 0
  Yeast superoxide = 92
  LAP4-GFP MLPCN = 98
  CIT2 TOR yeast = 90
  VLA-4 inh = 4
  AGP1-GFP MLPCN = 90
  MEP2-GFP yeast = 90

Additional compounds.
SMILES	RPL19A-GFP yeast	GRK2 aptamer HTS	Yeast superoxide	LAP4-GFP MLPCN	CIT2 TOR yeast	VLA-4 inh	AGP1-GFP MLPCN	MEP2-GFP yeast
COc1ccc(CC(=O)Nc2cc(S(=O)(=O)Nc3ccc(OC)cc3)ccc2OC)cc1	93	4	104	98	84	19	98	92
CCCOc1ccc(Oc2ccc(S(=O)(=O)N3CCN(C)CC3)cn2)cc1	98	2	119	104	96	-3	100	102
Cc1nn(C(C)C(=O)NCCCN(Cc2ccccc2)C(C)C)c(=O)c2c1sc1ccccc12 (stereo not drawn)	102	0	117	106	99	0	108	103
O=C(NCCN1CCOCC1)C1CCN(c2ncnc3c2sc2cccc(F)c23)CC1	100	0	109	92	96	10	103	89
CC(=O)c1ccc(NC(=O)CN(C)CC(=O)Nc2cccc(F)c2)cc1	93	0	103	91	84	8	91	94
Cc1nc(Cl)sc1C(=O)Nc1cccc2ccccc12	100	7	98	90	106	-2	104	105
Cc1cc(=O)[nH]c(=S)n1-c1ccccc1	100	0	88	96	105	12	101	103
COc1ccc(NC(=O)Cn2c(C)cc(=O)c3cccc(OC)c32)cc1	101	0	98	99	100	-4	102	99
COc1ccccc1/C=N/NC(=O)CNC(=O)c1ccc(S(=O)(=O)N(C)C)cc1	101	2	80	85	96	9	96	94
COc1ccc2c(c1OC)C(=O)OC2Nc1ncc(Br)cc1Br (stereo not drawn)	103	0	91	97	.	4	96	101
Cc1cc(=O)oc2c3c(cc(OCC(=O)N[C@@H](CC(C)C)C(=O)O)c12)OC(C)(C)CC3	102	0	90	110	101	-1	110	102
CC1(C)C(=O)C2(CCCCC2)C(=O)OC1c1cccs1 (stereo not drawn)	101	4	99	105	99	35	103	103

Grouped by structure, the entries above containing a thiophene ring, fused or not.
SMILES	RPL19A-GFP yeast	GRK2 aptamer HTS	Yeast superoxide	LAP4-GFP MLPCN	CIT2 TOR yeast	VLA-4 inh	AGP1-GFP MLPCN	MEP2-GFP yeast
O=C(CNS(=O)(=O)c1cccs1)NCCc1ccc(Cl)cc1	103	3	99	103	112	-3	111	92
Cc1cccc(CSc2nc(N)c(C#N)c(-c3cccs3)c2C#N)c1	101	0	109	97	102	6	109	104
Cc1nc(N2CCN(c3ccccn3)CC2)c2c(C)c(C(=O)N3CCN(c4cccc(Cl)c4)CC3)sc2n1	101	0	92	98	98	1	98	104
Cc1nn(C(C)C(=O)NCCCN(Cc2ccccc2)C(C)C)c(=O)c2c1sc1ccccc12 (stereo not drawn)	102	0	117	106	99	0	108	103
O=C(NCCN1CCOCC1)C1CCN(c2ncnc3c2sc2cccc(F)c23)CC1	100	0	109	92	96	10	103	89
CC1(C)C(=O)C2(CCCCC2)C(=O)OC1c1cccs1 (stereo not drawn)	101	4	99	105	99	35	103	103

The listing continues:
SMILES	RPL19A-GFP yeast	GRK2 aptamer HTS	Yeast superoxide	LAP4-GFP MLPCN	CIT2 TOR yeast	VLA-4 inh	AGP1-GFP MLPCN	MEP2-GFP yeast
COc1ccccc1/C=C/C(=O)NCC(=O)N/N=C/c1ccc(C(=O)O)cc1	105	2	82	103	104	9	106	101
Cc1cccc(NC(=O)CSc2nc(NS(=O)(=O)c3ccccc3)cc(=O)[nH]2)c1	97	2	91	?	98	-6	?	?
COC(=O)C(CC(=O)c1ccc(Br)cc1)n1nc(C)cc1C (stereo not drawn)	99	0	90	103	96	15	92	106
CC(C)C(=O)NC(c1ccccc1Cl)c1c(O)ccc2ccccc12 (stereo not drawn)	104	13	126	108	102	.	104	113
CCOC(=O)Nc1ccc2c(c1)Sc1ccccc1N2C(=O)CCN1CCOCC1	89	0	103	89	90	9	88	97
Cc1ccc(C(=O)N2CCN(C)CC2)cc1S(=O)(=O)N1CCOCC1	113	1	110	91	.	5	99	114
CC12CC3CC(C)(C1)CC(C(O)CN1CCOCC1)(C3)C2 (stereo not drawn)	94	0	96	94	92	1	88	131
CCOC(=O)c1ccc(NC(=O)CN2CCN(c3ccccc3)CC2)cc1	83	4	111	90	86	-13	79	99
COC(=O)c1ccc(NC(=S)N2CCN(C(=O)c3ccco3)CC2)cc1	106	0	92	68	112	2	91	98
O=C(NCCN1CCCCC1)c1c(O)c2ccccc2[nH]c1=O	97	0	107	100	100	18	101	99
N#Cc1cc2c(=O)n3ccccc3nc2n(CCCN2CCOCC2)c1=O	47*[may fluoresce violet]	0	104	96[may fluoresce violet]	?	7	73[may fluoresce violet]	241*[may fluoresce violet]
Cc1ccccc1-n1nc(SCC(=O)O)sc1=S	94	1	96	101	111	11	95	100
CCC(=O)c1ccc(N2CCC(C)CC2)c(F)c1	108	0	90	106	103	7	96	99
Cn1c(N)c(C(=O)COC(=O)C23CC4CC(CC(C4)C2)C3)c(=O)n(C)c1=O	102	0	102	114	96	-4	103	100
COc1ccc(/C=N/NC(N)=S)cc1OC(=O)c1cccc2ccccc12	95	1	123	100	92	11	102	99
COc1ccc(C2=Nc3cc(C)ccc3OC2)cc1	96	1	99	96	99	9	94	101
Cc1ccc(SCC(=O)NC2CC3CCC(C2)N3C)cc1 (stereo not drawn)	91	2	104	108	110	1	113	84
Cc1cc(S(=O)(=O)N2CCCC2)ccc1OCC(=O)N1CCOCC1	103	0	85	110	99	10	106	109
CCN(CC)C(=O)c1cn(CC)c(=O)c2cc(OC)c(OC)cc12	96	1	113	92	99	12	98	98
C=CCN(C(=O)c1csnn1)C(C(=O)NC1CCCCC1)c1ccc(Cl)cc1 (stereo not drawn)	96	1	96	91	95	11	96	103

High-throughput results as filed in PubChem.
